FLuc counter = firefly luciferase modulation, counter-screen for miR-21 project | P08659 | purified FLuc, Km substrates, luminescence inhibition | Potency, µM (titrated, usually from 57.5 µM), without a hit: at the top dose activity change, negative = inhibition, usual class: inhibitors | 360,000 compounds, 6.9% hits | AID 588342;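 also: potency is read from the fitted curve at half-maximal effect; plate controls were vehicle for no effect and reference inhibitor for full effect; nearly all actives have a fitted effect of over 55% in size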
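Purified P. pyralis luciferase, 10 nM final, with Km-level 10 uM D-luciferin and 10 uM ATP in 50 mM Tris acetate pH 7.5, 10 mM Mg acetate, 0.01% Tween-20, 0.05% BSA; 6-point qHTS titration about 60 µM downward; luminescence read.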
NPC1 promoter act = NPC1 promoter activation. 320,000 compounds, 2.4% hits. Potency, µM (titrated, usually from 9.22 µM), for the others: at the top dose activation, usual class: activators. Huh7 NPC1 promoter luciferase reporter, 24 h;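 also: potency is read from the fitted curve at half-maximal effect; % of control where 0% means no effect; nearly all actives have a fitted effect of over 60% in size; reporter is driven by a mutant NPC1 promoter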
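Quantitative HTS used a cell-based reporter: Huh7 cells stably bearing the NPC1 promoter upstream of luciferase were treated with compounds for 24 h, and promoter activation was read as luminescence.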
Rab9 prom act = Rab9 promoter activation; 320,000 compounds, 2.8% hits; Huh7 Rab9 promoter-luciferase reporter, luminescence, 24 h; Potency, µM (series often up to 9.22 µM), without a hit: top-dose activation, negative = inhibition, usual class: activators; also: potency is read from the fitted curve at half-maximal effect; % of control where 0% means no effect; nearly all actives have a fitted effect of over 60% in size
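Rab9 promoter-driven luciferase in stably transfected Huh7 cells; 1500 cells/well rested 2 h, exposed to compound in DMSO for 24 h at 37 °C, 5% CO2. Luminescence read 10 min after adding luciferase reagent at ambient temperature.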
p53 reactivator = mutant p53 re-activation in reporter cells. AID 504706. Potency, µM (highest dose often 92.2 µM), inactives show at the top dose activity change, positive = activation, hits mostly activators. 320,000 compounds, 0.063% hits. H1299 p53-A138V BP100-luciferase reporter, luminescence, 24 h; also: potency is read from the fitted curve at half-maximal effect; % of control where 0% means no effect; nearly all actives have a fitted effect of over 45% in size
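H1299 (p53-null), stable ts p53-A138V + BP100-Luc; 1000 cells/well, Opti-MEM/10% FBS; cpd 4 pt, 1:5; 24 h, 37 deg C, 5% CO2; detection reagent 10 min RT; luminescence.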
Giardia killer = kills Giardia lamblia. Giardia lamblia trophozoite viability. activity change, % at 7.66 µM, hits read low. 340,000 compounds, 0.15% hits. AID 540267; in the data active = activity change below about -80%; inconclusive = between about -30% and that limit;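 also: parasites exposed to compound for two days anaerobically before the ATP read; % is scaled to controls: 0 for no effect and ±100 for the full control effect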
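Anaerobic 48 hrs incubation at 37 deg C of 100 trophozoites/well with test compounds; ATPLite 1-Step luminescence, 15-30 min RT, reports cellular ATP as viability.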
ELG1 genotox = inducers of genotoxicity in HEK293T ELG1-luciferase cells; HEK293T ELG1-luciferase reporter, luminescence, 16 h; Potency, µM (highest dose often 46 µM), for the others: at the top dose activity change, positive = activation, usual class: activators; 330,000 compounds, 1.3% hits; AID 504466; also: potency is read from the fitted curve at half-maximal effect; % of control where 0% means no effect; nearly all actives have a fitted effect of over 60% in size
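HEK293T cells expressing luciferase-tagged ELG1 were treated with compound or DMSO for 16 hr at 37°C. Luciferase activity was then read after 30 min with ONE-Glo at room temperature; rising signal flags genetic stress.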
BRCA1 expr act = activators of BRCA1 expression; MCF7-BRCA1-FFLuc reporter, luminescence, 48 h; response scale: scaled: vehicle 0%, 10 µM genistein 100%; Potency, µM (top dose mostly 46.1 µM), for inactives: top-dose activation, hits mostly activators; 380,000 compounds, 1.1% hits; AID 624202; also: potency is read from the fitted curve at half-maximal effect; nearly all actives have a fitted effect of over 80% in size; some results filed as inactive show a strong effect at the top dose
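MCF7-BRCA1-FFLuc cells, 2000/well in phenol-red-free MEM, attached 2 h then treated 48 h at 37 C. Luciferase luminescence read 15 min after reagent; normalized to genistein maximum activation (10microM) and DMSO, concentration-response fitted.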
PKM2 activator = PKM2 (human) enzyme activation | P14618 | purified PKM2, Kinase-Glo ATP luminescence, activation; response scale: 0% is enzyme alone, no compound | Potency, µM (top dose mostly 57.5 µM), for inactives: top-dose activation, actives largely listed as activators | 260,000 compounds, 0.34% hits | AID 1631; also: potency is read from the fitted curve at half-maximal effect; % is scaled to controls: 0 for no effect and ±100 for the full control effect; nearly all actives have a fitted effect of over 55% in size
Target sequence (P14618 whole entry, looked up): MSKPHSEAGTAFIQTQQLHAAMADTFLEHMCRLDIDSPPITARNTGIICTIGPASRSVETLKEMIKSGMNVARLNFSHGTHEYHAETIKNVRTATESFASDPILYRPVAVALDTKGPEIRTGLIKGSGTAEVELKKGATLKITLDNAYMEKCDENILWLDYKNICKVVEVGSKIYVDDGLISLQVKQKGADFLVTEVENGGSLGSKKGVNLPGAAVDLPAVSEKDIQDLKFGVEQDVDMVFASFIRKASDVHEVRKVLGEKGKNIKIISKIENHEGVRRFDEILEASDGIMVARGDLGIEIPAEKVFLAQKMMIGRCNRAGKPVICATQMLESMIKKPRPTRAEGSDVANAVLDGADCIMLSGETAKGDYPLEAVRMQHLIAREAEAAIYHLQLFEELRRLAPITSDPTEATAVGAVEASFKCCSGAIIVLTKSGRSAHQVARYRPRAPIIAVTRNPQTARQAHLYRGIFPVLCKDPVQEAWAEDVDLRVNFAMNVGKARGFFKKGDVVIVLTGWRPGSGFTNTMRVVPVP
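Purified hPK-M2 (>95% pure) converted ADP (0.1 mM final) to ATP with 0.5 mM PEP in 50 mM imidazole pH7.2, KCl, MgCl2, Tween 20, BSA; 1 h at room temperature. ATP detected by Kinase-Glo luminescence.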
RORg inh = blocks mouse ROR gamma transcriptional activity | P51450 | Drosophila S2 Gal4-RORgamma UAS-luciferase reporter, 20 h | Potency, µM (series often up to 53.6 µM), without a hit: at the highest dose activity change, negative = inhibition, actives largely listed as inhibitors | 310,000 compounds, 5.4% hits | AID 2551; also: potency is read from the fitted curve at half-maximal effect; % is scaled to controls: 0 for no effect and ±100 for the full control effect; nearly all actives have a fitted effect of over 60% in size
Target sequence (P51450 whole entry, looked up, the tested form may be a part): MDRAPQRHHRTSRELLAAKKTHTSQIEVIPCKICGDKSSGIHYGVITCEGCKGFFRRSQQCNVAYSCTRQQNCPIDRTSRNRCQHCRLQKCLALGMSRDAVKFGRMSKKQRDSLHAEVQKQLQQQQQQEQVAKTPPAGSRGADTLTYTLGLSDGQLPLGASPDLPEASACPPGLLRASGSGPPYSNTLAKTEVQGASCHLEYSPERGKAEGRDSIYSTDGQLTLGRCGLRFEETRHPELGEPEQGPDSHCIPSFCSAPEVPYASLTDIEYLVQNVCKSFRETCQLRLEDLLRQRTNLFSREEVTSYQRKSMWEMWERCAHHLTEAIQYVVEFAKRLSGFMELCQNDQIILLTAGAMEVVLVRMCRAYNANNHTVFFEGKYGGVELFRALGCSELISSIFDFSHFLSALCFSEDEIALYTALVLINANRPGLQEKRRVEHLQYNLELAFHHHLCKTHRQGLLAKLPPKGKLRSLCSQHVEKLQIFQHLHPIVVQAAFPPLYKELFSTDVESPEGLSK
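In this cell-based reporter format, copper sulfate (700 uM final) drives Gal4–ROR gamma fusion expression from a metallothionein promoter in Drosophila Schneider cells; compounds preincubated 1 hr, reporter read after 20 hr at ambient temperature.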
Menin MLL FP TR = menin-MLL binding inhibition, Texas Red mutant peptide; O00255; Menin + Texas Red MLL mutant peptide, fluorescence polarization; Potency, µM (top dose mostly 61.6 µM), for the others: at the highest dose FP activity change, negative = inhibition, most hits filed as inhibitors; 270,000 compounds, 0.23% hits; AID 1768; active = well fitted inhibition curve with a large enough effect in the polarisation, with a control signal flat, not every such curve was filed as active; inconclusive = small, poorly fitted or top-dose-only effect, or effect the other way, or a change in a side signal; inactive = no such curve, though single readings can be large or run the other way; the % refers to the polarisation; also: potency is read from the fitted curve at half-maximal effect; % of control where 0% means no effect; many of its hits are not listed in these tables
VP16 counter = counter-screen for ROR gamma inhibitors: Gal4-VP16 reporter; Drosophila S2 Gal4-VP16 UAS-luciferase, luminescence, 20 h; Potency, µM (highest dose often 53.6 µM), without a hit: at the top dose activity, negative = inhibition, hits mostly inhibitors; 310,000 compounds, 3.5% hits; AID 2546;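 also: Gal4-VP16 expression switched on by copper sulfate through the metallothionein promoter; potency is read from the fitted curve at half-maximal effect; % is scaled to controls: 0 for no effect and ±100 for the full control effect; nearly all actives have a fitted effect of over 50% in size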
Starred values were filed as active, the others as inactive; ? = inconclusive; / = not tested or not shown; [ ] = remark or other dose. Unless noted, calls follow the shape of the dose curve; as a rule, active = well fitted curve in the direction sought with a large enough effect; inconclusive = small, poorly fitted or top-dose-only effect, or another doubt; inactive = no such curve, though single readings can be large; an effect the other way counts as inactive or inconclusive. Only part of the results is shown (hit frequency here may not be typical).

SMILES	FLuc counter	NPC1 promoter act	Rab9 prom act	p53 reactivator	Giardia killer	ELG1 genotox	BRCA1 expr act	PKM2 activator	RORg inh	Menin MLL FP TR	VP16 counter
Cc1cc2[nH]c(=O)c(=O)[nH]c2cc1S(=O)(=O)Nc1ccccc1F	-4%	-4%	7%	4%	-25	-7%	0%	10µM*	?	0%	-1%
O=C(CCN1CCCC1=O)NC1CCCc2c1cnn2-c1ccccc1F (configuration not stated)	0%	-5%	2%	9%	30	-1%	14%	-1%	4%	3%	-8%
O=Cc1c(Nc2ccccc2Cl)nc2ccccn2c1=O	?	0%	-1%	/	-13	2%	0%	-1%	?	0%	?
CCOC(=O)C(NC(=O)NCc1ccc(OC)cc1)(OCC)C(F)(F)F (configuration not stated)	-2%	7%	1%	-8%	3	-1%	-7%	-14%	-16%	7%	-6%
CC(CN1CCCC1)OC(=O)COc1ccccc1 (configuration not stated)	2%	-2%	-4%	6%	12	0%	2%	0%	-22%	1%	-1%
Cc1c(C(=O)Nc2ccccc2)sc2nc[nH]c(=O)c12	?	12%	26%	19%	-3	3%	5%	1%	34%	8%	27%
O=C(CSc1nc2ccccc2n1CC(=O)N1CCOCC1)N1CCCC1	3%	-6%	-1%	2%	-12	3%	-6%	3%	?	-1%	-14%
CC(C)[C@H](NC(=O)c1ccccc1)C(=O)OCC(=O)NCCc1ccc(F)cc1	-1%	-1%	1%	-10%	-21	0%	-19%	4%	0%	-18%	1%
COc1cc(/C=N/N2CCOCC2)ccc1OCc1ccccc1	-17%	0%	7%	16%	-24	14%	7.9µM*	-1%	8%	-11%	2%
CCCCC(=O)Nc1ccc(C(=O)NNC(=S)NC(=O)c2cccs2)cc1	1%	1%	2%	-26%	1	-5%	-49%	0%	7.9µM*	?	8.9µM*
CC(C)CC(=O)Nc1ccc(-c2cn3ccsc3n2)cc1	1.2µM*	1.4µM*	0.56µM*	?	14	1.2µM*	?	-20%	?	2%	?
COc1ccc(/C(O)=C2/C(=O)C(=O)N(CCCN(C)C)C2c2ccccc2)cc1Cl (configuration not stated)	7%	-4%	1%	3%	/	3%	/	-4%	32%	8%	1%
Cc1cccc(NC(=S)NC2CCCC2)c1	-1%	-1%	-4%	1%	-13	1%	10%	-1%	22%	-19%	-15%
C=CCn1c(SCC(=O)N2CC(=O)Nc3ccccc32)nc2scc(-c3ccccc3)c2c1=O	4%	-3%	0%	-10%	-11	-3%	-46%	16%	21%	-20%	-1%
Cc1ccc(S(=O)(=O)N2CCN(S(=O)(=O)c3ccccc3)C2)cc1	1%	-3%	9%	-5%	2	1%	3%	4%	7%	-11%	0%
Cc1ccc(C2CCN(C(=S)NC(C)C)C2)cc1 (configuration not stated)	-9%	1%	1%	-1%	0	0%	22%	-1%	?	1%	-13%
Brc1cccc(CNCc2ccncc2)c1	3%	1%	3%	-3%	-9	-9%	-7%	-2%	-1%	2%	-4%
COCCN(Cc1nnc(-c2cccs2)o1)C(=O)c1cccc(S(=O)(=O)N2CCOCC2)c1	0%	0%	-3%	-4%	8	-1%	0%	/	/	/	/
O=C(NCC1CCCO1)c1cccc(F)c1 (configuration not stated)	0%	-3%	-2%	7%	-5	-1%	2%	1%	11%	16%	4%
COc1ccc(N2C(=O)Cc3c2nc(N)c(C#N)c3N)cc1	4%	1%	-3%	10%	-11	4%	0%	2%	5%	/	-9%
CC1(N2CCOCC2)C(=O)c2ccccc2C1=O	-2%	-2%	-4%	-3%	5	2%	10%	-5%	-4%	-10%	-12%
C/C(Cc1ccccc1)=N\NC(=O)c1ccccn1	-16%	0%	10%	?	-11	?	2.2µM*	0%	1%	-10%	1%
Cc1ccc(NC(=O)C[n+]2ccn(C3=C([O-])c4ccccc4C3=O)c2)cc1	?	-1%	0%	-2%	-1	-8%	-2%	-22%	13%	12%	-2%
O=[N+]([O-])c1cccnc1N1CCN(Cc2ccc3c(c2)OCO3)CC1	0%	3%	0%	/	-9	-1%	7%	2%	-1%	-11%	-14%
O=C1C(=O)N(CCCN2CCOCC2)C(c2ccc(Cl)cc2)/C1=C(/O)c1ccc(F)cc1 (configuration not stated)	-3%	0%	5%	28%	3	0%	-1%	-2%[11.5 µM]	13%	4%	0%
CCOC(=O)c1[nH]c(C)c(/C=N/O)c1C	-4%	4%	18%	4%	0	-7%	7%	0%	10%	-12%	9%
COc1ccc(CN2CCN(C(=O)CC(C)C)CC2)c2ccccc12	2%	1%	1%	-2%	3	-6%	-24%	-2%	3%	-12%	2%
Cc1ccccc1C1c2[nH]c3ccccc3c2C[C@H]2C(=O)N(C3CC3)CC(=O)N12 (some centres not stated)	6%	-3%	-1%	-6%	-6	-5%	-15%	/	27%	29%	-6%
COCCCn1c(=O)c2sccc2n2c(CCCC(=O)NCC3CCCO3)nnc12 (configuration not stated)	0%	-1%	7%	-1%	2	1%	-3%	/	-11%	14%	0%
Cc1ccc(C2CC2/C(=N/O)c2ccc(F)cc2)cc1 (configuration not stated)	-16%	-5%	-1%	6%	9	1%	-23%	/	16%	20%	-5%

Two entries from above, with values under each structure:
Results follow in this order: FLuc counter	NPC1 promoter act	Rab9 prom act	p53 reactivator	Giardia killer	ELG1 genotox	BRCA1 expr act	PKM2 activator	RORg inh	Menin MLL FP TR	VP16 counter
Cc1ccc(C2CCN(C(=S)NC(C)C)C2)cc1 (configuration not stated)
 : -9%	1%	1%	-1%	0	0%	22%	-1%	?	1%	-13%
COc1ccc(CN2CCN(C(=O)CC(C)C)CC2)c2ccccc12
 : 2%	1%	1%	-2%	3	-6%	-24%	-2%	3%	-12%	2%

(next part)
SMILES	FLuc counter	NPC1 promoter act	Rab9 prom act	p53 reactivator	Giardia killer	ELG1 genotox	BRCA1 expr act	PKM2 activator	RORg inh	Menin MLL FP TR	VP16 counter
Cc1ccc(OC(C)C(=O)N(C)c2ccccc2)c([N+](=O)[O-])n1 (configuration not stated)	-2%	0%	-1%	4%	-10	1%	3%	/	/	/	/
CSC1=N/C(=C\c2cccnc2)C(=O)N1c1ccccc1	12µM*	1%	-3%	15%	-5	15%	6%	-2%	35%[10 µM]	-2%	14%
C=CCn1c(=S)[nH]c2scc(-c3ccco3)c2c1=O	-11%	2%	2%	2%	4	-6%	0%	?	1.6µM*	/	7.9µM*
Cc1ccc(CNc2cnccn2)s1	2%	1%	-3%	2%	3	-1%	1%	/	6%	-10%	6%
O=C(OCc1ccccc1F)c1cc([N+](=O)[O-])ccc1N1CCOCC1	-3%	-2%	-5%	-2%	9	1%	-19%	/	/	/	/
COc1ccc(-c2[nH]ncc2/C=C(\C#N)C(=O)NC2CC2)cc1	-7%	4%	-1%	-3%	-1	-8%	8%	-6%	27%	-5%	18%
COc1ccc(Cn2nnnc2C(c2cccs2)N2CCSCC2)cc1 (configuration not stated)	-1%	0%	-2%	-21%	5	-2%	-42%	0%	26%	1%	8%
O=S(=O)(N/N=C\c1cn(-c2ccccc2)nc1-c1ccccc1)c1ccccc1	?	-6%	-2%	-2%	-13	4%	28%	7%	?	?	6%
N#Cc1c(SCC(N)=O)nc2c(c1-c1ccc(O)cc1)CCCC2	-3%	0%	-3%	7%	-13	-3%	6%	-11%	24%	?	-14%
O=C(COc1cccc(Br)c1)N/N=C1\CCCc2ccccc21	?	7%	15%	7%	8	9%	0%	22%	-1%	?	-5%
O=C(O)CN1C(=O)SC(Nc2ccccc2C(=O)O)C1=O (configuration not stated)	-1%	2%	-6%	-1%	2	2%	1%	-3%	8%	1%	-16%
COc1ccc(S(=O)(=O)N2CCNCC2)cc1	-1%	0%	8%	4%	-3	1%	2%	-10%	-8%	-1%	1%
CC(NC(=O)OCc1ccccc1)C(=O)OCN1C(=O)c2ccccc2C1=O (configuration not stated)	8%	-7%	-6%	-4%	-6	2%	0%	-4%	2%	5%	3%
CN(CC(=O)Nc1ccccc1C(F)(F)F)C(=O)c1cc([N+](=O)[O-])ccc1N1CCOCC1	2%	-2%	-2%	-12%	-9	0%	-12%	1%	-6%	/	8%
CCN(CC(=O)Nc1ccccc1OC)C(=O)c1ccccc1Sc1ccccc1C#N	10%	1%	-6%	-2%	-6	-5%	-18%	/	/	/	/
CCn1nc(C)c(NC(=O)/C=C/c2ccc(OC)c(COc3ccc(Br)cc3)c2)c1C	0%	-14%	-2%	-17%	6	-5%	-54%	-2%	?	3%	-3%
Cc1c(C(=O)Nc2ccncc2)oc2ccccc12	19µM*	15%	14%	17%	18	?	-10%	1%	18%	-2%	-3%
